Screening data deposited in PubChem by several laboratories.
IMP-1 inhibitor: inhibitors of Pseudomonas aeruginosa IMP-1 metallo-beta-lactamase | 290,000 compounds, 0.45% hits | AID 1556 | inhibition, % at 5.6 µM | purified IMP-1, nitrocefin hydrolysis, epi-absorbance fluorescence;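 active = inhibition above the mean plus 3 SD of all compounds in the same screening run, cut at about 4.5% in these data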;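 also: 0% = IMP-1 with DMSO and 100% = DMSO wells lacking enzyme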
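Material – recombinant IMP-1 enzyme, purified · Amount – IMP-1 0.2 nM before substrate addition · Medium – HEPES buffer pH 7.1 with ZnSO4 and Brij 35 · Timing – 25 °C, 15 min preincubation, 25 min reaction · Measured by – plate fluorescence quenching by hydrolysis product, ex 480/em 530 nm · Read-out – percent enzyme inhibition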
VIM-2 inh: blocks Pseudomonas aeruginosa VIM-2 metallo-beta-lactamase; purified VIM-2, nitrocefin hydrolysis, epi-absorbance fluorescence; inhibition, % at 5.6 µM; 290,000 compounds, 0.89% hits;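 active = inhibition above the mean of all tested compounds plus 3 SD, cutoff set per screening run, cut at about 7.5% in these data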;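 also: red hydrolysis product quenches plate fluorescence so inhibitors raise well fluorescence; 0% = enzyme with DMSO and 100% = DMSO without enzyme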
FID counter: counter-screen for HCV NS3 helicase inhibitors: DNA intercalator displacement; DNA fluorescent intercalator displacement, fluorescence; 290,000 compounds, 0.17% hits; inhibition, % at 7.9 µM; in the data active = inhibition above about 37%;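 also: 0% = vehicle and 100% = reference compound; higher means more ethidium bromide displaced from hairpin DNA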
HCV NS3 hel inh: HCV NS3 helicase inhibition | NS3 helicase DNA unwinding, Cy5 molecular beacon fluorescence | inhibition, % at 10.9 µM | 290,000 compounds, 0.56% hits | AID 1800;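 active = inhibition above the mean of all tested compounds plus 3 SD, set per campaign, cut at about 35% in these data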;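 also: 0% = DMSO wells and 100% = thioflavine S control wells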
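assay system = NS3 helicase fragment of HCV | buffer or medium = MOPS pH 6.5, MgCl2, DTT, Tween20, BSA | timing = 60 min unwinding reaction at 25 °C after ATP addition | signal = Cy5 beacon fluorescence read at start and 1 h | read-out basis = % inhibition of unwinding | control set = low DMSO, high thioflavine S at 110 µM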
MEKK3 PB1 HTS: modulators (inhibitors or enhancers) of MEK5 binding to human MEKK3 PB1 domain | Q99759 | bead-based flow cytometry, Alexa488-MEK5 binding to MEKK3; actives lie on both sides; 0 = blocked by unlabeled MEK5, 100 = vehicle | binding response (% of control), % at 10 µM | 290,000 compounds, 1.4% hits | AID 1529;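 active = binding response more than 3 SD above or below the average of its plate-row segment, actives on both sides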;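 also: Alexa488 bead fluorescence after subtracting the streptavidin-only scavenger bead signal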
UBC9 SUMO inh: SUMOylation inhibition | inhibition, % at 35 µM | 290,000 compounds, 0.36% hits | P63279 | HTRF SUMOylation assay, SAE1/SAE2 + UBC9, in vitro | AID 2006; in the data active = inhibition above about 50%, passing the limit was not always enough; also: strong numbers were not always called active
pCIP destab: p/CIP protein destabilization. Q05BA5. AID 1984. F442A p/CIP-EGFP cells, EGFP fluorescence, 16 h. 290,000 compounds, 0.01% hits. decrease of EGFP signal, % at 10 µM;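 active = EGFP signal decrease of at least 30% at 10 µM or well 3 SD below plate mean, unless failing retest; inactive = the rest, including hits failing retest or dose response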; also: some compounds called inactive have numbers as strong as hits; many of its hits are not listed in these tables
IDE act: IDE (human) activation, cell-based. P14735. HEK cells, FAbeta-B cleavage, fluorescence polarization; 0% vehicle, 100% cell-free pure enzyme wells. activation, % at 5.96 µM. 340,000 compounds, 0.073% hits;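 active = activation above the mean of all tested compounds plus 3 SD, set per screening campaign, cut at about 17% in these data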
Target sequence (P14735 whole entry, looked up): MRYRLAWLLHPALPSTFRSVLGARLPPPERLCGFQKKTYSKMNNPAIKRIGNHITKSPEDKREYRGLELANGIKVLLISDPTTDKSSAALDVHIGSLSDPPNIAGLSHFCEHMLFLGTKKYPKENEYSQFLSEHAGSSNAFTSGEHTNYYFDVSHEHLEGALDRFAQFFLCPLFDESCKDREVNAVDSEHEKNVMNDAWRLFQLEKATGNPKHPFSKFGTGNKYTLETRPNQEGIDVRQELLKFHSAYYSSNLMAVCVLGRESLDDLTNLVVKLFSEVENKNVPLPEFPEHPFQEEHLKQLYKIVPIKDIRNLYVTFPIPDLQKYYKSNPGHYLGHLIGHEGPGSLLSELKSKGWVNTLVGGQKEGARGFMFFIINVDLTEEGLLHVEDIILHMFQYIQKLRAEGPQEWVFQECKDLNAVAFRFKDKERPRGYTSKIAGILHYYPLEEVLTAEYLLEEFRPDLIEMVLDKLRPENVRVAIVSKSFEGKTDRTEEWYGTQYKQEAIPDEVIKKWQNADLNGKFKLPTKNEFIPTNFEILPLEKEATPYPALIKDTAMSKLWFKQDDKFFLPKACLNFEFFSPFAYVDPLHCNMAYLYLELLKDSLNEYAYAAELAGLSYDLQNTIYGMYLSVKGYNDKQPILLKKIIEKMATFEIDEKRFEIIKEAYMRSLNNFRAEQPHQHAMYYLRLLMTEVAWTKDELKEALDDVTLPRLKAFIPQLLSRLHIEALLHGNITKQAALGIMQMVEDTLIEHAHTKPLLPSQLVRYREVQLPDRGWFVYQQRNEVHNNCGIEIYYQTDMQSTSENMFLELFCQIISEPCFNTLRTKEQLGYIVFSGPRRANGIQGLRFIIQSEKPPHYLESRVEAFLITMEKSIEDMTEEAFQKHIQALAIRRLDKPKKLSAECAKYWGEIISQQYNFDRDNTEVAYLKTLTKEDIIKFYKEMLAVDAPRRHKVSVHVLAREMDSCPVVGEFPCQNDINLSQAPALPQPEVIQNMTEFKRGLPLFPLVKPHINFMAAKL
PHOSPHO1 block: blocks human PHOSPHO1 phosphatase activity. Q8TCT1. recombinant PHOSPHO1, absorbance phosphatase assay. inhibition, % at 13.3 µM. 290,000 compounds, 1.1% hits. AID 1565; in the data active = inhibition above about 60%
* = called active by the depositor; . = not tested or not shown. A portion of the library; rates above refer to the full screens.

no.	SMILES	MEKK3 PB1 HTS	VIM-2 inh	HCV NS3 hel inh	FID counter	IMP-1 inhibitor	UBC9 SUMO inh	pCIP destab	PHOSPHO1 block	IDE act
1	CC(=O)Nc1ccc(S(=O)(=O)N2CCN(C3CCCCCCC3)CC2)cc1	99	0.5	-2	6	-0.4	10	-17	16	2
2	CCOc1ccc(OCCOCCOc2ccccc2Cl)cc1	127	-1.1	-11	-16	0.1	-18	-4	-12	-5
3	COc1ccc(C2=Nc3cc(C)ccc3OC2)cc1	108	2.2	-2	-3	0.1	11	-2	-2	3
4	N=c1c(C(=O)NC2CCCCC2)cc2c(=O)n3ccccc3nc2n1CCc1ccccc1	99	2.3	-6	-7	-2.7	8	-7	27	6
5	Cc1ccc(/C=N/NC(=O)CSc2nc3nc(C)cc(C)n3n2)cc1	96	-4.0	3	-9	-3.0	25	-12	22	-2
6	O=C(Nc1ccccc1)C1=C[C@H](c2ccccc2)C[C@H](OCc2ccc(CO)cc2)O1	100	-3.1	-7	-22	-1.1	-19	-6	35	6
7	O=C(COC(=O)c1ccccc1C(=O)c1ccccc1)NCCc1ccccc1	105	-2.8	3	-34	-3.4	-16	-14	26	1
8	CCC(=O)N1CCc2cc(S(=O)(=O)NCCC(=O)NC3CCCCCC3)ccc21	97	-1.3	0	-42	-3.5	0	3	40	0
9	Cc1ccc(N=C2C(=O)Nc3ccccc32)cc1	102	-2.4	-5	-4	-1.9	-1	4	51	2
10	Cc1ccc(C(=O)Nc2cc([N+](=O)[O-])ccc2F)s1	99	-1.4	14	8	-4.2	11	0	2	2
11	O=C(c1ccccn1)N(Cc1cc2ccccc2[nH]c1=O)C1CCCCC1	96	-2.9	5	-28	-3.8	13	0	7	1
12	Cc1cccc2c(N=Nc3ccc(S(=O)(=O)Nc4ccc(Cl)cc4)cc3[N+](=O)[O-])c(O)[nH]c12	95	-4.4	15	0	-3.5	68*	-19	-5	7
13	NNC(=O)c1n[nH]c(=O)c2ccccc12	103	-1.6	1	-3	-2.5	-1	11	8	-1
14	CN1CCN(CC(O)COc2ccc(Cl)cc2)CC1 (stereo not given)	103	-1.9	-6	3	-3.6	9	-7	-7	3
15	CCCCc1ccc(/C=C(\C#N)C(N)=S)s1	108	-2.0	4	4	-1.9	8	-12	19	-3
16	O=C(Nc1ccc(OCC(F)(F)C(F)F)c(C(F)(F)F)c1)c1ccccc1	105	-0.5	-17	1	-0.1	.	.	.	2
17	O=C(Nc1ccccc1)C1CC2CCCC(C1)C2=O (stereo not given)	94	-1.2	-1	0	-0.6	18	-10	-39	4
18	CC1Cc2nc(SCC(=O)NCCc3ccccc3)n(C)c(=O)c2S1 (stereo not given)	108	-3.4	-6	-4	-3.8	6	-7	-10	4
19	O=C(NC1CCN(C(=O)Nc2ccccc2Cl)CC1)c1ccccc1	78	-1.1	2	-16	-1.1	4	-3	28	2
20	CN(C)c1cc[n+](CC(=O)N2CCCc3ccccc32)cc1	94	-0.4	-4	6	-1.6	20	3	38	6
21	COC(=O)c1cc(NC(C)=O)ccc1N1CCOCC1	105	-2.6	5	-4	-2.3	14	-1	35	-1
22	COc1ccccc1N1CCN(S(=O)(=O)c2cn(C)nc2C)CC1	97	0.1	3	-10	0.2	4	-18	-5	2
23	CC(C)(C)SCCNC(=O)CN(c1ccc(F)c(Cl)c1)S(C)(=O)=O	97	-2.9	4	-16	-3.7	-1	-8	19	0
24	CCCNC(=O)Cn1sc2nc(C)cc(C)c2c1=O	91	-2.5	-3	-1	-2.2	9	-3	-26	-48
25	O=C(NCC1CCCO1)c1onc(CSc2ccccc2)c1C(=O)O (stereo not given)	107	-2.8	-1	-10	-1.8	-17	-6	20	-4
26	Cc1nnc(SCC(=O)NCc2ccccc2)[nH]c1=O	102	-0.5	-4	3	-3.4	7	-9	18	2
27	CC(=O)c1cc(-c2ccccc2)n(CC(=O)NC(C)(C)C)c1C	98	-1.8	1	-17	-2.4	9	7	-5	3
28	CCOc1ccc(CCNC(=O)CCNC(=O)c2ccco2)cc1OCC	100	-1.8	5	-16	-2.6	-3	2	25	6
29	O=C(CCn1cccc1)Nc1cccc(F)c1	107	2.3	2	1	3.2	7	4	10	0
30	Cc1noc(C)c1COc1ccc(CC(=O)NC2CCCCCC2)cc1	91	1.2	7	-29	0.1	2	-5	-10	2

One compound at a time, from the list above. Order of screens: MEKK3 PB1 HTS	VIM-2 inh	HCV NS3 hel inh	FID counter	IMP-1 inhibitor	UBC9 SUMO inh	pCIP destab	PHOSPHO1 block	IDE act
Record of `O=C(Nc1ccc(OCC(F)(F)C(F)F)c(C(F)(F)F)c1)c1ccccc1` = 105	-0.5	-17	1	-0.1	.	.	.	2
Record of `NNC(=O)c1n[nH]c(=O)c2ccccc12` = 103	-1.6	1	-3	-2.5	-1	11	8	-1
Record of `O=C(Nc1ccccc1)C1=C[C@H](c2ccccc2)C[C@H](OCc2ccc(CO)cc2)O1` = 100	-3.1	-7	-22	-1.1	-19	-6	35	6
Record of `N=c1c(C(=O)NC2CCCCC2)cc2c(=O)n3ccccc3nc2n1CCc1ccccc1` = 99	2.3	-6	-7	-2.7	8	-7	27	6
Record of `CC1Cc2nc(SCC(=O)NCCc3ccccc3)n(C)c(=O)c2S1` (stereo not given) = 108	-3.4	-6	-4	-3.8	6	-7	-10	4

Filtered by structure: the entries above with an aryl methoxy group (two)
no.	SMILES	MEKK3 PB1 HTS	VIM-2 inh	HCV NS3 hel inh	FID counter	IMP-1 inhibitor	UBC9 SUMO inh	pCIP destab	PHOSPHO1 block	IDE act
3	COc1ccc(C2=Nc3cc(C)ccc3OC2)cc1	108	2.2	-2	-3	0.1	11	-2	-2	3
22	COc1ccccc1N1CCN(S(=O)(=O)c2cn(C)nc2C)CC1	97	0.1	3	-10	0.2	4	-18	-5	2

Back to the main list, repeating the three entries before the break.
no.	SMILES	MEKK3 PB1 HTS	VIM-2 inh	HCV NS3 hel inh	FID counter	IMP-1 inhibitor	UBC9 SUMO inh	pCIP destab	PHOSPHO1 block	IDE act
28	CCOc1ccc(CCNC(=O)CCNC(=O)c2ccco2)cc1OCC	100	-1.8	5	-16	-2.6	-3	2	25	6
29	O=C(CCn1cccc1)Nc1cccc(F)c1	107	2.3	2	1	3.2	7	4	10	0
30	Cc1noc(C)c1COc1ccc(CC(=O)NC2CCCCCC2)cc1	91	1.2	7	-29	0.1	2	-5	-10	2
31	N#C/C(=N\Nc1ccccc1)C(N)=S	96	-2.6	17	2	-6.6	-1	-14	24	2
32	O=C(Nc1cc(C(F)(F)F)ccc1N1CCOCC1)c1c(F)c(F)c(F)c(F)c1F	.	-0.1	6	1	-1.3	16	-3	-10	3
33	COc1c2ccc(C(=O)NCCCCc3ccccc3)cc2nn1C	109	-2.1	1	-10	-4.4	7	-27	27	1
34	COc1cc(/C=C2\SC(=S)N(N3CCOCC3)C2=O)ccc1O	76	1.5	-4	-4	1.1	-8	2	15	-30
35	CN(C)Cc1nc2c(c(=O)[nH]1)C(C)(C)Cc1ccccc1-2	105	-6.6	-16	6	-7.5	11	-2	-16	5
36	Cc1cc(=O)oc2c3c(cc(OCC(=O)NCc4ccccn4)c12)OC(C)(C)CC3	99	-2.6	3	-39	-4.0	41	-12	34	1
37	O=C(Nc1cc(Cl)ccc1N1CCOCC1)c1cc2ccccc2o1	100	-3.6	-3	-5	-2.2	3	-6	19	3
38	COc1ccccc1Nc1cc(C(=O)N2CCc3ccccc3C2)c2ccccc2n1	125	-2.4	-5	-27	-3.7	7	-1	40	.
39	COc1cccc(NC(=O)CNC(=O)c2ccc(OC)c(OC)c2)c1	116	0.1	17	-4	-1.4	9	-1	35	5
40	COCCn1c(C)c(C)c2c(NCCc3ccccc3)ncnc21	94	0.3	0	-33	0.6	-12	-8	33	0
41	COc1ccc(C2=NS(=O)(=O)N(C)C(C(=O)N3CCOCC3)=C2)cc1OC	103	-3.4	12	-8	-2.9	5	9	33	6
42	CCn1cc(/C=C(\NC(=O)c2ccc(OC)cc2)C(=O)N2CCN(C)CC2)c2ccccc21	99	-0.6	-24	-1	-1.1	-5	-7	31	-2
43	CC1(C)CC(=O)CC(=Nc2ccc3[nH]c(=O)[nH]c3c2)C1	102	0.4	-4	-2	-1.7	5	2	1	7
44	O=C(Nc1ccccc1C(=O)N1CCOCC1)c1cc2ccccc2o1	104	-1.6	-9	-5	-2.8	13	-3	-21	2
45	O=C(CCc1ccccc1)N=C1SC2CS(=O)(=O)CC2N1Cc1ccccc1 (stereo not given)	101	0.1	0	-39	-6.2	11	7	53	1
46	CCOC(=O)C1=NOC2C3CC(C12)C1C(=O)N(CCc2ccc(OC)c(OC)c2)C(=O)C31 (stereo not given)	105	-2.8	1	-7	-2.6	-21	-2	28	-2
47	CC(C)CC(=O)NC(=S)Nc1ccc(N2CCN(C(=O)c3cccs3)CC2)cc1	100	-1.1	-5	-19	-1.8	13	-8	8	4
